From PubChem BioAssay
GAA inh: alpha-glucosidase (human) inhibition. purified human GAA, 4-MU-alpha-glucoside fluorescence. Potency, µM (highest dose often 76.9 µM), without a hit: at the highest dose activity change, negative = inhibition, actives largely listed as inhibitors. actives 0.005% (n = 200,000). AID 1466;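 note: plate controls were uninhibited enzyme wells for no effect and no-enzyme background for full effect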
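Compounds are titrated up to 77 uM against 4 nM human enzyme. Substrate 4-methylumbelliferyl-alpha-D-pyranoside (400 uM) reacts 20 min at room temperature in pH 5.0 buffer; liberated 4-methylumbelliferone is read at 440 nm.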
Tau fibril FP: tau fibrillization inhibition (FP). Potency, µM (doses to about 57.7 µM), inactives show top-dose activity, negative = inhibition, usual class: inhibitors. actives 0.39% (n = 280,000). P10636. K18 P301L tau heparin fibrillization, Alexa594 FP, 6 h; note: % is set by controls: 0 for no effect and ±100 for the full control effect; nearly all actives have a fitted effect of over 55% in size
Target sequence (P10636 561-689 P618L limits assumed): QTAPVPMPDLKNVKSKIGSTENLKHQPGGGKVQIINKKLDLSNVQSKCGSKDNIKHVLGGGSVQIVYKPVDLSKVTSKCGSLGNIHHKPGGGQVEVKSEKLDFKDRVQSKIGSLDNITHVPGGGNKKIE
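Heparin (20 uM) drove fibril formation of recombinant tau K18 P301L, 15 uM unlabeled with 0.24 uM Alexa 594 label, for 6 hr at 37 C in 100 mM sodium acetate pH 7. Fluorescence polarization (555/632 nm) read 1 hr after 30 uM ThT.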
GAA glycogen: alters human alpha-glucosidase cleavage of glycogen; P10253; recombinant GAA, glycogen substrate, Amplex Red glucose oxidase fluorescence; Potency, µM (series often up to 76.4 µM), without a hit: top-dose activity change, negative = inhibition, hits mostly inhibitors; actives 0.38% (n = 300,000); AID 2100;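 note: 0% = full enzyme reaction and -100% = no-enzyme basal signal; the screen sought inhibitors and activators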
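qHTS, 1536-well; enzyme 4 nM final; cpd up to 77 uM; substrate bovine liver glycogen 30 ug; 50 mM citrate/phosphate pH 5.0, 0.01% Tween-20; 37 C, 40 min; Amplex Red detection 45 min RT; Hill fit → AC50.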
HTT cytoprotect: protects HTT-Q103 PC12 cells, measured by ATP; PC12 HTT-Q103 induced, cytoprotection, ATP luminescence, 40 h; actives 0.14% (n = 230,000); AID 1471; Potency, µM (top dose mostly 56.4 µM), for the others: cytoprotection (ATP increase), most hits filed as activators;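 note: % of control where 0% means no effect; nearly all actives have a fitted effect of over 45% in size; toxic huntingtin expression switched on by the ecdysone agonist tebufenozide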
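Huntington model: PC12 line, ecdysone-inducible HTTQ103 exon1–GFP, tebufenozide 100 nM. Test articles in a dose series. Endpoint luminescence from cellular ATP.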
aGlu spleen mod: inhibitors or activators of human alpha-glucosidase in spleen homogenate; P10253; human spleen homogenate, 4-MU-alpha-glucoside fluorescence; Potency, µM (highest dose often 79.9 µM), for inactives: at the highest dose activity change, negative = inhibition, hits mostly inhibitors; actives 0.006% (n = 240,000); AID 2112;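 note: 0% = enzyme with vehicle and -100% = no enzyme basal signal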
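Enzyme source: human spleen homogenate, 1 ug/well. Buffer 50 mM citric acid/K phosphate pH 5.0, 0.01% Tween-20. 4-MU-alpha-glucoside 1 mM; 37 C x 40 min; NaOH/glycine stop; fluorescence.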
GLA spleen mod: inhibitors or activators of human alpha-galactosidase in spleen homogenate; P06280; human spleen homogenate, 4MU-alpha-Gal fluorescence, 40 min; Potency, µM (top dose mostly 80 µM), for the others: at the top dose activity change, negative = inhibition, usual class: inhibitors; actives 0.008% (n = 240,000);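 note: 0% = enzyme with vehicle and -100% = no enzyme basal signal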
Target sequence (P06280 32-429 limits assumed): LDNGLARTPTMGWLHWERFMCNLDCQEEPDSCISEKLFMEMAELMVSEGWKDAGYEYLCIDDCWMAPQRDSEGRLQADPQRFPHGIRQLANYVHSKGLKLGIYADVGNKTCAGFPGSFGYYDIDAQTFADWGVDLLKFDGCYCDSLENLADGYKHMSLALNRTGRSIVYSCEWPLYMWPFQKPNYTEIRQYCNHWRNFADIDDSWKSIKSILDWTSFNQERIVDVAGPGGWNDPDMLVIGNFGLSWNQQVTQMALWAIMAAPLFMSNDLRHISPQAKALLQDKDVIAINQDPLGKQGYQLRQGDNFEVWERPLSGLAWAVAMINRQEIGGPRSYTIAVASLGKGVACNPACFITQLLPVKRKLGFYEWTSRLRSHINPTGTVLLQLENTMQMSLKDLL
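qHTS titration in buffer at pH 5.0. Alpha-galactosidase activity in spleen homogenate was measured via 4-methylumbelliferone release from 1 mM fluorogenic substrate after 40 min at 37C and a pH 10 stop. AC50 came from Hill fits of control-normalized data.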
Tau fluor counter: counter-screen for tau fibril formation inhibitors. tau K18 P301L Alexa594 fluorescence, heparin fibrillization. Potency, µM (doses to about 57.7 µM), inactives show at the top dose activity change, negative = decrease. actives 0.93% (n = 280,000). AID 1463; note: % is set by controls: 0 for no effect and ±100 for the full control effect; nearly all actives have a fitted effect of over 55% in size
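Human tau K18 P301L (15 uM unlabeled, 0.24 uM Alexa 594-labeled) in 100 mM sodium acetate pH 7 with 20 uM heparin, 6 hr at 37 C. ThT 30 uM added, 1 hr ambient; Alexa 594 FP and total fluorescence read at 555/632 nm.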
Tau fibril ThT: tau fibrillization inhibition (ThT binding) | P10636 | recombinant tau K18 P301L (four-repeat tau fragment), heparin-induced fibrillization, ThT fluorescence | Potency, µM (top dose mostly 57.4 µM), inactives show at the highest dose activity, negative = inhibition, hits mostly inhibitors | actives 2.1% (n = 270,000) | AID 1460; note: % is set by controls: 0 for no effect and ±100 for the full control effect; nearly all actives have a fitted effect of over 55% in size
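In this qHTS, human K18 P301L tau is incubated with compound and heparin for 6 hr at 37 C, and Thioflavin T fluorescence then reports fibril load.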
* marks the source's active call; other numbers are inactive results; ? = inconclusive; . = not tested or not shown; & = joins results of further samples; [ ] = dose if it differs, or a comment. Calls come from the whole dose curve; as a rule, active = well fitted curve in the direction sought with a large enough effect; inconclusive = small, poorly fitted or top-dose-only effect, or another doubt; inactive = no such curve, though single readings can be large; an effect the other way counts as inactive or inconclusive. Potency is the fitted concentration of half-maximal effect.

SMILES	GAA inh	Tau fibril FP	GAA glycogen	HTT cytoprotect	aGlu spleen mod	GLA spleen mod	Tau fluor counter	Tau fibril ThT
CCN1C(=O)c2ccc(C(=O)NCc3ccccc3)cc2C1=O	?	-1%	8%	15%[0.074 µM]	2%	-3%	11%	15%
CC(C)c1ncc(C(O)c2ccccc2)n1C (stereo not drawn)	.	2%	1%	-1%[10 µM]	2%	-1%	-5%	-5%
O=C(NNC(=O)c1cc2c(s1)CCCC2)c1ccccc1	-6%	8%	-1%	18%[10 µM]	6%	7%	5%	6%
CC1(C)OC(C)(C)/C(=C/Nc2ccc(O)cc2)C1=O	?	?	-2%	.	-4%	3%	?	14µM*
CCOc1ccc(C(=O)N2CCCN(C(=O)c3ccc(OCC)cc3)CC2)cc1	-11%	-2%	2%	1%[10 µM]	-2%	0%	-4%	-9%
CCc1cc(=O)oc2cc(OCc3nn[nH]n3)ccc12	-1%[15.4 µM]	8%	1%	-19%[0.074 µM]	8%	18%	-3%	-3%
COC(=O)c1nnn(CC(=O)NC(=O)Nc2ccccc2)c1C(=O)OC	-1%	-11%	-1%	.	-1%	-9%	-14%	-12%
O=C(CCCCn1c(=O)c2ccccc2n(Cc2cccc(F)c2)c1=O)NCc1ccc2c(c1)OCO2	.	-7%	2%[76.3 µM]	.	.	.	-8%	2%
CC(=O)c1cc(C#N)c(N2CCOCC2)nc1C	-7%	1%	4%	.	8%	2%	-4%	-3%
CC(C)(C)c1ccc(OCC(=O)NNC(=O)c2cccnc2)cc1	9%	-1%	6%	-4%[10 µM]	-1%	-6%	-9%	-3%
CC(=O)Oc1ccc(/C=N/NS(=O)(=O)c2ccccc2)cc1	3%	-8%	13%	-15%[1.9 µM]	5%	3%	-4%	-9%
CCCCN(CCCC)S(=O)(=O)c1ccc2oc(C(=O)N3CCOCC3)c(C)c2c1	?	6%	-27%	1%[0.074 µM]	-6%	?	-15%	?
O=C(CCCn1c(=O)c2sccc2n(CC(=O)OCc2ccccc2)c1=O)NCc1ccco1	-1%	8%	-5%	-23%	3%	3%	-2%	-13%
CC1=C(c2ccc(Cl)cc2)S(=O)(=O)N=C1N1CCN(c2cccc(C(F)(F)F)c2)CC1	.	5%	1%[76.3 µM]	.	.	.	-20%	-13%
Cc1cc(C)cc(S(=O)(=O)c2cnc3ccccc3n2)c1	-3%	?	0%	0%[10 µM]	0%	5%	-6%	-15%
CC(C)C(=O)Nc1ccc(Sc2ccc(F)cc2)cc1	-4%	-7%	9%	-9%	-4%	-5%	-16%	-1%
Cc1ccc(NC(=O)Cn2nnc(-c3ccccc3NC(=O)c3cccs3)n2)cc1	-10%	?	-3%	-86%[inhibitor]	1%	12%	?	0%
CCC1CCCCN1C(=O)CN1C(=O)CSC1=O (stereo not drawn)	5%	-6%	-2%	6%	-3%	1%	8%	16%
Cc1cccc(-c2cc3nc(-c4ccccc4)cc(N4CCC5(CC4)OCCO5)n3n2)c1	?	-18%	2%	-3%[10 µM]	4%	-6%	-20%	-13%
O=C(Nc1ccccc1)NC1(C(=O)N2CCN(c3ncccn3)CC2)CCCCC1	-7%	2%	8%	22%[10 µM]	-9%	2%	-8%	-11%
O=C(Cn1c(=O)oc2cc(S(=O)(=O)N3CCCCC3)ccc21)NCc1ccc(F)cc1	.	4%	?	.	.	.	-30%	-14%
CC(=O)N1C(C(=O)O)CSC1c1ccc(C)cc1 (stereo not drawn)	1%	-3%	5%	-5%	0%	7%	2%	-2%
COc1cccc(N(C(=O)Cn2nnc(-c3ccc(Cl)cc3)n2)C(C(=O)NCC2CCCO2)c2ccc(C)cc2)c1 (stereo not drawn)	5%	-4%	15%	-20%[10 µM]	4%	-16%	-10%	-9%
CC1C=CCC2C(=O)N(c3cccc(C(=O)N4CCN(c5ccc(F)cc5)CC4)c3)C(=O)C12 (stereo not drawn)	-2%	-2%	4%	-30%	-14%	-2%	-16%	?
CCOc1ccc(N(C)C(=O)c2oc(=O)c3ccccc3c2-c2ccccc2)cc1	.	-4%	-6%[76.3 µM]	.	.	.	-20%	-15%
Cc1ccc(NC(=O)CCCN2C(=O)c3cccc4cccc(c34)C2=O)cc1	11%	?	0%	17%[1.9 µM]	-5%	5%	-7%	-2%
Cc1ccc(C#N)c(SCC(=O)Nc2nccs2)n1	4%	11%	16%	-55%[inhibitor][10 µM]	2%	2%	9%	10%
Oc1c(C(c2ccco2)N2CCC3(CC2)OCCO3)sc2ncnn12 (stereo not drawn)	0%[15.4 µM]	-1%	-3%	-24%	2%	4%	-2%	-11%
CN1CCN(C(=O)CCn2nc(-c3ccccc3)c3ccccc3c2=O)CC1	-1%	-9%	0%	-1%[0.074 µM]	2%	-5%	-5%	-1%
CCOc1ccc(NC(=O)c2cc(=O)c3ccc(C)c(C)c3o2)cc1	.	-9%	11%[76.3 µM]	.	.	.	-10%	?

5 entries drawn at random from those above, as already listed:
SMILES	GAA inh	Tau fibril FP	GAA glycogen	HTT cytoprotect	aGlu spleen mod	GLA spleen mod	Tau fluor counter	Tau fibril ThT
CC1C=CCC2C(=O)N(c3cccc(C(=O)N4CCN(c5ccc(F)cc5)CC4)c3)C(=O)C12 (stereo not drawn)	-2%	-2%	4%	-30%	-14%	-2%	-16%	?
CC(=O)N1C(C(=O)O)CSC1c1ccc(C)cc1 (stereo not drawn)	1%	-3%	5%	-5%	0%	7%	2%	-2%
O=C(Cn1c(=O)oc2cc(S(=O)(=O)N3CCCCC3)ccc21)NCc1ccc(F)cc1	.	4%	?	.	.	.	-30%	-14%
Cc1ccc(NC(=O)CCCN2C(=O)c3cccc4cccc(c34)C2=O)cc1	11%	?	0%	17%[1.9 µM]	-5%	5%	-7%	-2%
CCOc1ccc(N(C)C(=O)c2oc(=O)c3ccccc3c2-c2ccccc2)cc1	.	-4%	-6%[76.3 µM]	.	.	.	-20%	-15%

Next results follow.
SMILES	GAA inh	Tau fibril FP	GAA glycogen	HTT cytoprotect	aGlu spleen mod	GLA spleen mod	Tau fluor counter	Tau fibril ThT
Cc1nn(-c2ccc(F)cc2)c2c1cc(C#N)c1nc3ccccc3n12	?	0%	-1%	-6%[10 µM]	1%	7%	4%	0%
COc1ccc(-c2csc(=Nc3ccccc3)n2CCO)cc1	-1%	2%	3%	.	1%	-1%	-30%	?
O=C(COC(=O)/C=C/c1cn(-c2ccccc2)nc1-c1ccc2c(c1)OCCO2)NC1CCS(=O)(=O)C1 (stereo not drawn)	.	?	-11%	12%[10 µM]	1%	0%	?	5%
Cn1c(=O)c(C(=O)CSc2ccccc2)c(N)n(Cc2ccccc2)c1=O	-3%	-4%	6%	?	4%	11%	-2%	-1%
Nc1nnc(C(F)(F)F)s1	0%	-4%	12%	2%	-2%	-7%	0%	-5%
O=C1Nc2cc(Cl)ccc2C1(N1CCNCC1)C(F)(F)F (stereo not drawn)	0%	3%	4%	12%	2%	1%	-16%	-5%
O=c1[nH]cc([N+](=O)[O-])cc1Br	-4%	0%	-3%	-11%[10 µM]	-2%	?	4%	3%
COc1cc(Br)c(CCNC(=O)c2ccco2)cc1OC	5%	7%	26%	-9%	6%	0%	15%	1%
COc1ccc(Nc2cc(C(=O)NCc3ccccc3)c3ccccc3n2)cc1	.	?	-6%[76.3 µM]	.	.	.	?	-13%
O=C(CCc1nnc(CCCCc2ccccc2)o1)NC(c1cccnc1)C(F)(F)F (stereo not drawn)	0%	2%	5%	1%[10 µM]	-4%	-8%	-5%	-5%
Cc1ccc(C(=O)N2CCN(c3ccc([N+](=O)[O-])c(NCc4cccnc4)c3)CC2)cc1	-11%	10%	-10%	4%[10 µM]	-1%	-21%	-8%	13µM*
COc1ccccc1-c1nc(-c2ccc(Br)o2)no1	-3%	-18%&3%	0%	6%	-1%	2%	-27%&0%	-1%&-2%
COc1ccc(NC(=O)CN2CCN(C3c4ccccc4-c4ccccc43)CC2)c(OC)c1	-5%	1%	6%	-81%[inhibitor]	0%	7%	-10%	-19%
COc1ccc(-n2c(SC(CN3CCCCC3)CN3CCCC3=O)nc3ccccc3c2=O)cc1 (stereo not drawn)	6%	1%	-20%	-28%	-13%	-14%	-9%	?
CCc1nnc2c(NCc3ccccc3)nc3ccccc3n12	.	-8%	13%[76.3 µM]	.	.	.	-9%	-10%
CCOC(=O)c1ccc(NC(=O)C(=O)NCC2CCCO2)cc1 (stereo not drawn)	-6%	3%	13%	3%	-4%	-4%	-8%	?
Cc1nc(-c2nnc(SCC(=O)Nc3cc(C(F)(F)F)cc(C(F)(F)F)c3)n2C)cs1	.	-5%	2%	-6%[10 µM]	-3%	7%	1%	.
Cc1c(/C=C/C(=O)c2cccs2)cnn1C	-6%	0%	6%	9%[1.9 µM]	-8%	6%	-1%	-8%
CCN(CC)CCN(C(=O)c1c(F)cccc1F)c1nc2cc(C)cc(C)c2s1	?	-11%	-7%	-69%[inhibitor]	-2%	6%	-19%	-20%
COCCNC(=O)CN1CCN(Cc2cccc(Cl)c2)C1=O	1%	-10%	3%	-12%	-2%	4%	-11%	-20%
CC(C)c1cc(NCc2ccccn2)n2c(nc3ccccc32)c1C#N	?	-4%	-6%	-51%[inhibitor]	.	3%	2%	12%
COc1cccc(OCc2nnc(SCC(=O)NCc3ccco3)n2C)c1	4%	-2%	5%	-17%	-3%	-4%	-2%	-5%
CCCCCn1c(SCC(=O)OCC)nc2cc(C(=O)N3CCC(C(N)=O)CC3)ccc2c1=O	-3%	8%	-13%	12%	2%	7%	-5%	-10%
CSc1cccc(CN2CCCC(CNC(=O)c3ccc(F)cc3)C2)c1 (stereo not drawn)	-1%	-2%	6%	2%[10 µM]	-3%	-2%	-5%	-7%
O=C(c1nn(-c2ccccc2)c(=O)c2ccccc12)N1CCN(c2ncccn2)CC1	2%	-4%	-2%	-31%	2%	8%	3%	2%
Cc1noc(C(=O)Nc2c(C)n(C)n(-c3ccccc3)c2=O)c1Cl	-2%	0%	3%	9%	-2%	-5%	-3%	-6%

Not a hit list; overall some 3.3% were active at least once.
